M5 antag: human M5 muscarinic receptor antagonists, primary screen, CHO cells, Fluo-8 calcium fluorescence; inhibition, % at 3 µM; Muscarinic acetylcholine receptor M5 (Homo sapiens), P08912; CHO-hM5 cells, ACh EC80; actives 0.59% (n = 360,000); AID 624040, 2012;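 active means inhibition above a per-plate cutoff, the mean of that plate's test compounds plus 3 SD, cut at about 27% in these data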;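 further: 0% = acetylcholine EC80 with DMSO and 100% = DMSO without agonist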
Target sequence (P08912 whole entry, looked up): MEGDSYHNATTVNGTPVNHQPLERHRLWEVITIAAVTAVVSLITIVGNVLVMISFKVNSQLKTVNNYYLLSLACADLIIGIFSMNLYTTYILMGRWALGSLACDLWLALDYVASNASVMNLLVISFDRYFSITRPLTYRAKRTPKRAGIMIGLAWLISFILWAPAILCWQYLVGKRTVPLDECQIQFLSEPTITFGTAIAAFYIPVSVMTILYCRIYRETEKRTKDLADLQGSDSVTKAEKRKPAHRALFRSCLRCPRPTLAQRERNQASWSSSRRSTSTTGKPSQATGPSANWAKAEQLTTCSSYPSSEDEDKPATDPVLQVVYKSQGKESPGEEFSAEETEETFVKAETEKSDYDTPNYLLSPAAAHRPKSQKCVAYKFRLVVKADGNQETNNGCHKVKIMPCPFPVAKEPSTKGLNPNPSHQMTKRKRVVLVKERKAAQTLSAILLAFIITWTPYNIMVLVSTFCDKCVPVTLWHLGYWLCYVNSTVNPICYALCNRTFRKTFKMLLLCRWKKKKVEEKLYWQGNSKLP
CHRM4 PAM: human M4 muscarinic receptor positive allosteric modulators, primary screen, CHO-K1 cells, Fluo-8 calcium fluorescence; AID 624126, 2012; activation, % at 3 µM; CHO-K1 hM4/Gqi5, ACh EC20; 0% = ACh EC20, 100% = maximal ACh; actives 0.4% (n = 360,000); Muscarinic acetylcholine receptor M4 (Homo sapiens), P08173;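 active means activation above its plate's cutoff, the mean activation of sample wells plus 3 SD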; further: some results filed as inactive read as strong as hits
Target sequence (P08173 whole entry, looked up): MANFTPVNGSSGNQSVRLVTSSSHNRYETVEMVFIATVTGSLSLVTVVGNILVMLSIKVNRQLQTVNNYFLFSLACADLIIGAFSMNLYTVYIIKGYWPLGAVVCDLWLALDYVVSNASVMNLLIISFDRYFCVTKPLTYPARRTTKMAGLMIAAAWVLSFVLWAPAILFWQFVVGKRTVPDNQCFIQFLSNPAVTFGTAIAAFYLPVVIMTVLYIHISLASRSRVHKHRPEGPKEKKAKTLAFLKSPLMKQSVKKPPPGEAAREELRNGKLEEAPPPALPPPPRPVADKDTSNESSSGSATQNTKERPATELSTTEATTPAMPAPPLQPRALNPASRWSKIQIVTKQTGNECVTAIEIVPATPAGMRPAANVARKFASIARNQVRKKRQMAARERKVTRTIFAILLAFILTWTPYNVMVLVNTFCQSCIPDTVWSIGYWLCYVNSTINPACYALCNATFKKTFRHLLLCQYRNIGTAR
IDE inh: human IDE inhibitors in live cells, primary screen, fluorescence polarization, HEK cells, FAbetaB substrate; Insulin-degrading enzyme (Homo sapiens), P14735; FAbetaB cleavage; inhibition, % at 5.59 µM; actives 0.41% (n = 320,000); AID 434962, 2010;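 active means percent inhibition above the average of all tested compounds plus 3 SD, set per screening campaign, cut at about 16% in these data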;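 further: IDE supplied by intact live HEK cells; FP after avidin binding of uncleaved biotin substrate so inhibition keeps polarization high; 0% = DMSO wells and 100% = 60 µM reference IDE inhibitor Ii1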
CRFBP-R2 agonist: agonists of CRF-BP/CRF-R2 complex, primary screen, cell-based, HEK293, calcium dye fluorescence, uHTS | calcium dye fluorescence (FLIPR); percent of saturating CRF peptide response | activation, % at 13.2 µM | CRF-binding protein / CRF receptor 2 complex (human) | actives 0.46% (n = 350,000);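 active means activation of at least 50%, plus an integration ratio under a set limit after plate pattern correction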;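 further: plate controls were neutral control wells without compound for no effect and CRF at EC100 for full effect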
M5 ag: human M5 muscarinic receptor agonists, primary screen, CHO-K1 cells, Fluo-8 calcium fluorescence | Muscarinic acetylcholine receptor M5 (Homo sapiens), P08912 | CHO-K1 hM5 cells; 0% DMSO wells, 100% maximal acetylcholine response | activation, % at 3 µM | actives 0.19% (n = 360,000) | AID 624037, 2012;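 active means activation above the run's mean over test compounds plus 3 SD, cut at about 23% in these data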;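 further: signal is peak over basal fluorescence ratio across the kinetic read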
CRFR2-BP antag: antagonists of CRF-BP/CRF-R2 complex, primary screen, cell-based, HEK293, calcium dye fluorescence, uHTS; CRF-induced calcium fluorescence; inhibition, % at 11.8 µM; actives 0.59% (n = 350,000);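 active means inhibition of the ligand-induced calcium signal above about 50% at the single tested concentration, limit read from the data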
M4 ag: human M4 muscarinic receptor agonists, primary screen, CHO-K1 cells, Fluo-8 calcium fluorescence. CHO-K1 hM4/Gqi5; vehicle 0%, full acetylcholine response 100%. actives 0.14% (n = 360,000). activation, % at 3 µM;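 active means activation above the run mean over all test wells plus 3 SD, cut at about 32% in these data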;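 further: peak over basal fluorescence ratio per well then scaled between controls; 0% = DMSO wells and 100% = acetylcholine at EC100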
M4 antag: human M4 muscarinic receptor antagonists, primary screen, CHO cells, Fluo-8 calcium fluorescence; CHO-hM4 cells, ACh EC80; AID 624125, 2012; actives 0.73% (n = 360,000); Muscarinic acetylcholine receptor M4 (Homo sapiens), P08173; inhibition, % at 3 µM;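 active means inhibition above its plate's cutoff, the mean inhibition of sample wells plus 3 SD, cut at about 27% in these data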;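 further: 0% = acetylcholine EC80 with DMSO and 100% = DMSO without agonist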
M5 PAM: human M5 muscarinic receptor positive allosteric modulators, primary screen, CHO-K1 cells, Fluo-8 calcium fluorescence; Muscarinic acetylcholine receptor M5 (Homo sapiens), P08912; activation, % at 3 µM; actives 0.3% (n = 360,000); CHO-K1 hM5, ACh EC20 PAM; 0% = ACh EC20, 100% = ACh EC100;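 active means activation above the run cutoff, the mean activation of all test compounds plus 3 SD, cut at about 18% in these data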
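Assay system – human M5 receptor in CHO-K1 cells · Read-out – % activation, ACh-normalized · Technique – Fluo-8 calcium fluorescence · Dosing – single-point, 3 µM nominal · Incubation – Fluo-8 loading 80 min at 37 °C plus 30 min room temperature · Repeats – singlicate, one well per test compound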
An asterisk follows results filed as active; · = not tested or not shown.

SMILES | M5 antag | CHRM4 PAM | IDE inh | CRFBP-R2 agonist | M5 ag | CRFR2-BP antag | M4 ag | M4 antag | M5 PAM
CCNC(=O)c1ccccc1-c1nc(-c2ccccc2)no1 | 19.4 | -6.2 | -4.9 | -0.8 | 0.9 | 7.1 | 3.7 | 3.2 | -6.5
Cc1cc2ncn(CC3CC3(Cl)Cl)c2cc1C (stereo unspecified) | 3.6 | 5.0 | 3.3 | -0.2 | -2.4 | -26.4 | 2.4 | -5.6 | -7.2
CC(C)CNC(=O)C1C(=O)Nc2ccccc2C(=O)N1C1CCCCC1 (stereo unspecified) | 8.9 | 1.8 | · | · | 0.9 | · | 1.6 | -18.3 | -1.8
O=C(/C=C/[C@H]1O[C@@H](n2ccc(=O)[nH]c2=O)[C@H](O)[C@@H]1O)NCc1cccs1 | 15.9 | 4.1 | · | · | 0.5 | · | 0.2 | -9.1 | -10.7
Cc1ccccc1/C=N/NC(=O)CSc1nc2ccccc2o1 | -12.1 | 4.9 | -0.5 | -0.8 | -2.8 | -60.0 | 0.7 | 3.3 | 8.0
COC(=O)c1ccc(CNC(=O)N2CCN(S(=O)(=O)c3ccc(C)cc3)CC2)cc1 | 15.8 | -2.3 | 1.2 | -0.1 | -3.0 | 4.9 | 5.0 | -1.5 | -2.6
O=C(CC(c1ccccc1)c1cc(Br)ccc1O)N1CCCCC1 (stereo unspecified) | 7.2 | -26.4 | -3.5 | -3.0 | -10.7 | -6.8 | 1.4 | -12.1 | -10.8
COc1ccc(Nc2nc(N)nc(COc3ccc(OC)cc3)n2)cc1 | -2.6 | 2.4 | -1.3 | -1.6 | -4.3 | -0.7 | 0.8 | 1.6 | -0.7
COc1ccc(NC(=O)C2Cc3ccccc3C(=O)O2)cc1 (stereo unspecified) | 0.5 | 3.0 | -7.4 | -0.8 | 4.2 | -1.2 | 2.4 | -4.0 | -1.5
O=C(c1csc2c1CCCC2)N1CCN(c2cccc(C(F)(F)F)c2)CC1 | 5.5 | -2.2 | 5.3 | -1.3 | -0.3 | -15.5 | 2.2 | 6.3 | -8.4
CCOc1ccc2nc(N3CCC(C(=O)N4CCN(C(=O)c5ccco5)CC4)CC3)sc2c1 | -2.9 | 2.8 | -0.6 | -2.1 | 0.9 | 17.5 | 2.8 | -4.4 | -3.7
CC(=O)C(N=Nc1ccccc1)(Sc1nnc(-c2ccccc2)n1-c1ccccc1)C(=O)Nc1ccccc1 (stereo unspecified) | 3.9 | -1.6 | -0.1 | 0.7 | 1.7 | 19.9 | 1.2 | -5.8 | -6.3
Nc1ccc(-n2nncc2-c2ccco2)cc1 | -2.0 | -3.5 | 6.3 | 1.1 | -2.4 | -19.1 | · | -1.9 | -5.6
O=C(Nc1ccc2c(c1)OCO2)Nc1ccc(Br)cn1 | 8.6 | 41.3* | 0.3 | -0.9 | 0.9 | 3.9 | 5.8 | 4.4 | -3.0
CCOC(=O)C1=C(c2ccccc2)Nc2ncnn2C1c1ccc(OC)c(OC)c1OC (stereo unspecified) | 1.6 | 2.4 | -1.6 | -1.5 | -0.8 | -25.5 | 0.4 | -0.1 | -5.8
COc1cc(NC(=O)CCS(=O)(=O)c2ccc3c(c2)oc(=O)n3C)cc(OC)c1OC | 3.4 | 4.6 | 1.0 | 0.4 | -1.9 | 0.0 | 1.2 | -9.8 | -2.7
COc1ccc(S(=O)(=O)N/N=C\c2ccccc2F)cc1 | 7.9 | 15.6 | 0.1 | 0.2 | -3.0 | -7.3 | 0.1 | -10.2 | -3.3
COc1cc([N+](=O)[O-])ccc1NC(=S)Nc1cc(C(=O)OC(C)C)cc(C(=O)OC(C)C)c1 | 1.4 | -5.1 | -0.7 | 1.2 | -3.5 | 10.9 | 0.2 | -2.5 | -3.3
CCN(CC(=O)NCc1ccc(Cl)cc1)C(=O)c1sccc1C | 6.2 | 1.1 | -0.7 | 1.4 | -1.3 | 3.2 | -0.4 | 10.1 | 8.9
CCCCN(C)CCN1C(=O)C2C(C(=O)Nc3cccc(OC)c3)C3C=CC2(O3)C1C(=O)NC1CCCCC1C (stereo unspecified) | -6.7 | 2.3 | 4.8 | -1.6 | -1.6 | 6.4 | 0.6 | -11.4 | 5.6
COc1ccc(OCc2cc(C(=O)N(Cc3nccn3C)C(C)C)no2)c2ccccc12 | 7.4 | -2.8 | 2.0 | 0.8 | -8.3 | -2.6 | 6.5 | 6.3 | -5.3
CC(C)c1ccc(NC(=O)CSc2nnc(-c3ccccn3)n2C)cc1 | -5.7 | 1.3 | 18.9* | -1.7 | -1.9 | -7.9 | -0.3 | -7.5 | -1.0
Cc1ccc(NS(=O)(=O)c2ccccc2[N+](=O)[O-])cc1C | 13.1 | -7.7 | 0.8 | 0.7 | -8.0 | 2.1 | 1.3 | 0.5 | -8.4
CSc1ncc(C(=O)Nc2ccccc2F)c(-c2ccccc2)n1 | 6.0 | -7.3 | -3.1 | -0.2 | 0.4 | -0.4 | 8.0 | -2.7 | -1.6
Cc1nc2nc(C)c(CCC(=O)N3CCc4ccccc43)c(C)n2n1 | 1.2 | 11.4 | -2.3 | -0.8 | 0.8 | 0.6 | 1.1 | 5.8 | -5.8
N#CC(C(=O)Nc1ccc(Cl)cc1)=C1Nc2ccccc2N1 | -4.0 | 9.7 | -0.2 | 3.0 | -1.8 | 14.6 | 2.0 | -3.8 | 2.9
NC(=O)c1ccc(NC(=O)COC(=O)CCCN2C(=O)c3cccc4cccc(c34)C2=O)cc1 | 11.6 | 4.1 | 2.1 | 0.3 | 0.1 | -13.3 | 5.0 | -8.9 | -8.5
O=C(c1ccccc1)N1N=C(c2ccco2)CC1c1cccs1 (stereo unspecified) | 6.4 | 0.0 | 1.6 | 0.6 | -0.5 | -0.1 | -1.4 | -12.6 | 10.0
Cn1c(=S)c2[nH]c(SCCN)nc2n(C)c1=O | 3.3 | -7.7 | · | 1.2 | 2.8 | -1.5 | 0.4 | 1.6 | 1.6
O=C(CCc1ccc(S(=O)(=O)N2CCOCC2)cc1)NN=C1CCCCCCC1 | -2.1 | -0.7 | -7.5 | 1.4 | -3.6 | -4.1 | 0.5 | 8.2 | -4.2
CC(=O)Nc1ccc(-c2csc(-c3cccnc3)n2)cc1 | 10.3 | -0.3 | 0.2 | -0.1 | 1.1 | -6.3 | 1.1 | -1.6 | 1.6
O=C(CCc1c[nH]c2ccccc12)NCc1ccco1 | 1.9 | 1.1 | 0.3 | -1.2 | 1.8 | 5.8 | -0.2 | -6.1 | 3.3
CCN1CCN(c2ccc(S(=O)(=O)N3CCCCC3)cc2NC(=O)/C=C/c2ccc([N+](=O)[O-])cc2)CC1 | 5.8 | -5.3 | 2.2 | -0.9 | -5.7 | 5.7 | 2.1 | 9.8 | -5.4
Cc1cc(C)cc(N(CCC#N)C(=O)COC(=O)Cn2[nH]c(=O)c3ccccc3c2=O)c1 | 5.4 | -1.2 | 2.3 | -0.1 | 6.9 | 3.2 | 2.3 | -9.6 | -0.6
Cn1cnnc1SCC(=O)Nc1ccc2nc(SCc3cccc4ccccc34)sc2c1 | 8.6 | 16.4 | 6.0 | -2.5 | 1.6 | 19.6 | 8.9 | -1.7 | 6.8
Cc1c(C(=O)NCc2ccc3c(c2)OCCO3)sc(=O)n1Cc1ccc2c(c1)OCO2 | 1.9 | -2.4 | · | · | 0.7 | · | 9.0 | -3.8 | -8.7
O=C(CCC1CCCN(C(=O)c2cc(F)ccc2F)C1)N1CCN(c2ccccn2)CC1 (stereo unspecified) | 7.5 | 1.2 | · | -1.3 | 1.1 | 0.9 | 2.7 | 5.2 | -7.3
O=C(CN1CCN(c2ccccc2)CC1)Nc1cccc(C(F)(F)F)c1 | -14.2 | 7.6 | 5.6 | -2.7 | -1.9 | 5.8 | -0.3 | -6.9 | 6.0
Cc1cc(NC(=O)COC(=O)c2ccc([N+](=O)[O-])cc2Cl)no1 | -6.5 | 5.9 | -2.7 | 0.1 | -0.2 | -4.3 | 1.2 | -2.6 | 8.3
Cc1cccc(OC(=O)Cn2c(C(F)(F)F)nc3ccccc32)c1 | -2.2 | -1.5 | 0.1 | -1.0 | -4.2 | 20.7 | 0.3 | -8.6 | -4.1
CN(Cc1ccon1)C(=O)CC1C(=O)NCCN1Cc1ccc(F)c(F)c1 (stereo unspecified) | 4.5 | -2.2 | 4.6 | 0.2 | -2.9 | -10.4 | 0.7 | -3.0 | -0.2
CC(/C=N/NC(=O)c1nnn(-c2nonc2N)c1C(C)C)=C\c1ccco1 | -3.2 | 17.1* | 8.3 | -5.1 | -0.3 | -38.8 | 2.3 | 8.0 | 7.4
O=C(Nc1cccn2ncnc12)C(F)(F)F | 16.2 | -2.6 | 1.2 | -2.2 | -1.1 | 2.1 | 0.3 | 7.3 | -4.9
Cc1nc2ccc(Cl)cc2n1C | -7.0 | 3.4 | · | -2.1 | -1.4 | 4.8 | -0.2 | -9.5 | 3.4
O=C(Nc1ccc(Cl)c(Cl)c1)Nc1nnc(CSc2ccccc2)s1 | 1.9 | 19.9 | -3.8 | -0.9 | 2.4 | -3.1 | 1.2 | 2.3 | 0.0
O=C(CNC(=O)c1ccccc1Cl)NCC(c1cccs1)N1CCOCC1 (stereo unspecified) | -0.9 | -0.6 | -2.5 | -1.5 | 2.4 | 8.4 | 0.5 | 5.7 | -0.1
Cc1ccccc1NC(=O)N1C2CCCC1CC(NC(=O)C(C)(C)C)C2 (stereo unspecified) | 1.8 | 0.4 | · | 3.2 | -11.9 | -2.1 | 0.3 | 2.6 | -3.5
CCN(CCCNC(=O)COc1cc(=O)n(C)c2ccccc12)c1cccc(C)c1 | -1.8 | -1.6 | -4.1 | -0.3 | 0.2 | 9.8 | 1.6 | 2.8 | -0.4

Record cards, from the list above. Order of values: M5 antag | CHRM4 PAM | IDE inh | CRFBP-R2 agonist | M5 ag | CRFR2-BP antag | M4 ag | M4 antag | M5 PAM
O=C(CC(c1ccccc1)c1cc(Br)ccc1O)N1CCCCC1 (stereo unspecified) across the screens: 7.2 | -26.4 | -3.5 | -3.0 | -10.7 | -6.8 | 1.4 | -12.1 | -10.8
O=C(c1csc2c1CCCC2)N1CCN(c2cccc(C(F)(F)F)c2)CC1 across the screens: 5.5 | -2.2 | 5.3 | -1.3 | -0.3 | -15.5 | 2.2 | 6.3 | -8.4
CN(Cc1ccon1)C(=O)CC1C(=O)NCCN1Cc1ccc(F)c(F)c1 (stereo unspecified) across the screens: 4.5 | -2.2 | 4.6 | 0.2 | -2.9 | -10.4 | 0.7 | -3.0 | -0.2

Screens: PubChem, several laboratories
